14-3-3 Bad inh: disrupts binding of bovine 14-3-3 zeta to phospho-Bad peptide. TR-FRET 14-3-3zeta/Dy647-pBad peptide displacement, 1 h. inhibition, % at 21.7 µM. P63103. AID 781. hit rate 0.71% among 220,000;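 active = inhibition above about 70%, limit read from the data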;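 note: 0% = full 14-3-3 plus peptide FRET controls and 100% = background without 14-3-3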
Target sequence (P63103 whole entry, looked up): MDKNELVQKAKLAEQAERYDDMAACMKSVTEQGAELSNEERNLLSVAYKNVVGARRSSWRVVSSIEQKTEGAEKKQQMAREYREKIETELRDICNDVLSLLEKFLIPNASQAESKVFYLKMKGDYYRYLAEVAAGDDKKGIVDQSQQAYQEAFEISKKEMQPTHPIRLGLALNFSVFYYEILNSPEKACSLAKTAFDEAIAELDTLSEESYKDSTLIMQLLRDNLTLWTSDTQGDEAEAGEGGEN
Hck Nef HTS: human Hck-Nef kinase inhibition | hit rate 0.68% among 220,000 | AID 463187 | P08631 | inhibition, % at 20 µM | Recombinant Hck-YEEI plus Nef, Z-Lyte FRET kinase assay;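 active = Hck-Nef kinase inhibition above about 50%, limit read from the data; inactive = inhibition below that limit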;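 note: 0% = DMSO with Hck plus Nef and 100% = Hck alone without Nef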
Target sequence (P08631 whole entry, looked up): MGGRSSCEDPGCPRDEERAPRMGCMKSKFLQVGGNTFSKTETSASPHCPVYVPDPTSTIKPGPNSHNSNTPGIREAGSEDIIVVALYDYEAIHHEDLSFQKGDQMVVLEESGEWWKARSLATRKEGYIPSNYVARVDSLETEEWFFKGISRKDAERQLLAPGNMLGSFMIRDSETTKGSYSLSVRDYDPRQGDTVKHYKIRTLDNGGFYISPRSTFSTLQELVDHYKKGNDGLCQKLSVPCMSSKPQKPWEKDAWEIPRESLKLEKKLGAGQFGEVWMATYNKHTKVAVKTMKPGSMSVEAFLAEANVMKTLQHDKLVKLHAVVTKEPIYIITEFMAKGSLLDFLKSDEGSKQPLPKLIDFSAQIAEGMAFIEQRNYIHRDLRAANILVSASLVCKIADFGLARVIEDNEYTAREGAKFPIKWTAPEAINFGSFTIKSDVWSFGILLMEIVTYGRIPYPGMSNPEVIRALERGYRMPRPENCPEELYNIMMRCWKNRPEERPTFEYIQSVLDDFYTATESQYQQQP
m-calpain inh: blocks pig calpain II enzyme activity; purified calpain II, fluorogenic peptide substrate, 30 min; inhibition, % at 16 µM; hit rate 0.37% among 220,000; AID 1236;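 active = inhibition above about 50%, limit read from the data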
zVAD death inh: blocks zVAD induced death of L929 cells. viability rescue, % at 10 µM. hit rate 0.38% among 220,000. AID 1377. L929 zVAD necroptosis rescue, ATP luminescence, 24 h; with zVAD 60 µM;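 active = activation, scaled between plate controls, above about 75%, limit read from the data; inactive = activation under that limit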;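 note: 0% = zVAD with DMSO and 100% = DMSO alone without zVAD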
eIF4E 4G PPI: eIF4E/eIF4G interaction inhibition in translation initiation; TR-FRET eIF4E-eIF4GI(517-606) binding, 2 h; inhibition, % at 21.7 µM; P63073+Q04637; AID 782; hit rate 0.37% among 220,000;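 active = inhibition above about 30%, limit read from the data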;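 note: 0% = full FRET control wells and 100% = background wells lacking eIF4GI fragment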
EP2 modulator: modulators of human EP2 prostaglandin E2 receptor; hit rate 0.83% among 260,000; EP2-expressing cells, cAMP HTRF FRET, PGE2 co-stimulation; induction, % at 25 µM;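 active = compounds whose cAMP rise, as percent of the full-agonist control response, exceeds 60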;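 note: rat C6 glioma line stably carrying human EP2 under a CMV promoter; the protocol text gives 20 µM as final concentration; 100% = response of wells given 1 µM PGE2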
Rad51 HR inh: Rad51 (human) homologous recombination inhibition | Q06609 | hRad51 DNA strand exchange, fluorescence dequenching | inhibition, % at 10 µM | hit rate 0.085% among 200,000;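 active = inhibition above 40% at the single screening dose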;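 note: 0% = DMSO control wells and 100% = blanks with heterologous ssDNA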
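Test system – preformed human Rad51 ssDNA filaments · Reagent – Donor/quencher-labelled 47-bp dsDNA substrate · Incubation – 37 °C 15-min filament assembly, 30-min compound preincubation, 15-min exchange · Signal – FRET fluorescence dequenching, excitation 485 nm, emission 520 nm · Read-out – percent inhibition from fluorescence, normalised to plate control and blank means · Benchmarks – plate control and blank wells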
TbHK1 inh: T. brucei hexokinase 1 inhibition; recombinant TbHK1, G6PDH-coupled NADH A340; inhibition, % at 10 µM; hit rate 0.11% among 220,000; AID 1430;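 active = inhibition of 50% or more in the single-dose primary screen; inactive = inhibition below 50%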
PGE2 EP2 inh: blocks the human prostaglandin E2 receptor EP2 | P43116 | C6 glioma cells expressing human EP2, cAMP TR-FRET; cells stimulated with saturating PGE2 | inhibition, % at 25 µM | hit rate 0.52% among 260,000;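 active = percent inhibition above 40 after rounding to a whole number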;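 note: rat C6 glioma host cells with rolipram phosphodiesterase inhibitor present; the protocol text gives 20 µM as final concentration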
* = called active by the depositor; i = inactive; . = not tested or not shown; & = joins results of further samples; [ ] = remark or other dose.

SMILES	14-3-3 Bad inh	Hck Nef HTS	m-calpain inh	zVAD death inh	eIF4E 4G PPI	EP2 modulator	Rad51 HR inh	TbHK1 inh	PGE2 EP2 inh
Cc1cccc(CCNC(=O)CCc2nc(-c3ccccc3F)no2)c1	-9.8	-1.2	11.9	0.3	4.5	-24.1	1.8	-4.8	4.2
CCn1c(=O)cc(SCC(=O)Nc2ccc3c(c2)OCO3)c2ccccc21	-1.6[fluorescence artefact?]	0.0	28.5	0.0	0.1	13.3	-2.6	-2.7	5.3
Cc1cccc(-n2cc(CN3CCCN(C=O)CC3)c(-c3cccc(F)c3)n2)c1	-8.5	1.8	-21.1	3.5	0.7	16.5	-9.5	-13.5	4.9
Cc1oc(/C=N/NS(=O)(=O)c2ccccc2)cc1Br	-7.2	-2.4	20.6	-0.4	0.8[fluorescence artefact?]	27.0	-12.5	26.3	13.3
CNCC[C@H](Oc1cccc2ccccc12)c1cccs1	-5.3	.	12.3	.	-1.4	.	-1.4&0.2	.	10.4&10.5
COC(=O)Cc1[nH]c(Cl)nc1C(N)=O	2.4	4.4	-7.1	0.9	-0.5	12.5	0.8	-5.8	8.7
O=C(Nc1nnc(SCc2cccc3ccccc23)s1)C1COc2ccccc2O1 (stereo not drawn)	1.3	1.6	-37.1	0.3	8.2[fluorescence artefact?]	-16.6	4.4	7.0	6.1
O=C(CSc1nnc(-c2cccnc2)o1)Nc1ccccn1	2.8	-0.7	0.3	-0.5	3.8	-6.4&-13.9	6.3	1.7	10.2&9.9
NC(=O)NOCc1c(F)cccc1Cl	-14.8	-7.9	10.2	0.2	1.0	8.2	-5.4	-4.2	4.4
CN(C)CCCN(Cc1ccc2c(c1)OCO2)C(=O)NC1CCCCC1	-6.9	10.3	-13.2	-0.6	-2.5	1.8	9.9	4.0	11.7
CCOC(=O)C(C)n1nc(C)c2sc3ccccc3c2c1=O (stereo not drawn)	-6.3[fluorescence artefact?]	4.2	-23.1	1.5	-2.5	25.0	.	-1.0	3.9
COc1ccccc1Nc1ncnc2c1oc1ccccc12	-3.7	0.5	-21.6	-0.3	5.6	47.7	12.0	2.4	-3.7
O=C(Nc1ccc(N2CCN(C(=O)c3ccco3)CC2)cc1)c1cccc(F)c1	-3.2	-1.2	11.6	3.8	6.4	-4.1&-12.2	-10.7	-3.1	10.6&6.6
COc1ccc(C(=O)C[n+]2cccc(Br)c2)cc1	-3.8	16.0	-15.0	0.2	-1.3	11.0	.	-7.4	6.8
CCN(C(=O)c1ccnc(C(C)(C)C)c1)c1ccccc1	3.1	1.4	-26.6	0.2	-9.6	19.4	-6.9	1.3	3.9
CC1CC(C)CN(C(=O)CSc2nnc(-c3ccc(Cl)cc3)o2)C1 (stereo not drawn)	1.8	4.8	15.5	83.3*	1.5	22.5	-1.6	0.9	6.1
Cc1ccc2nc(-c3ccncc3)cc(C(=O)Nc3ccc4c(c3)OCCO4)c2c1	-5.0	-4.2	-49.3	8.4	-2.4	-15.1	2.0	-9.1	13.9
FC(F)(F)c1cc(-c2cccs2)nc2cc(-c3ccccc3)nn12	-27.3	2.9	-285.3	0.9	1.4	42.5	4.6	-8.0	5.2
Cc1ccc(C(=O)N/C(=C\c2cccs2)C(=O)NCc2cccnc2)cc1	-15.8	3.9	3.7	-0.9	12.4	-0.2	3.6	-11.3	6.7
CC(C)NC(=O)c1ccc(Cl)cc1Cl	-3.5	16.7	-10.8	17.4	-1.5	3.1	2.0	-6.7	9.6

Single records, as listed above. Order of values: 14-3-3 Bad inh, Hck Nef HTS, m-calpain inh, zVAD death inh, eIF4E 4G PPI, EP2 modulator, Rad51 HR inh, TbHK1 inh, PGE2 EP2 inh
`FC(F)(F)c1cc(-c2cccs2)nc2cc(-c3ccccc3)nn12` as listed: -27.3, 2.9, -285.3, 0.9, 1.4, 42.5, 4.6, -8.0, 5.2
`O=C(CSc1nnc(-c2cccnc2)o1)Nc1ccccn1` as listed: 2.8, -0.7, 0.3, -0.5, 3.8, -6.4&-13.9, 6.3, 1.7, 10.2&9.9

(list continues)
SMILES	14-3-3 Bad inh	Hck Nef HTS	m-calpain inh	zVAD death inh	eIF4E 4G PPI	EP2 modulator	Rad51 HR inh	TbHK1 inh	PGE2 EP2 inh
O=C(c1ccc(Cl)cc1)c1cc(-c2ccccn2)c(N2CCOCC2)s1	0.5	-2.8	-21.1	-0.2	-1.0	14.0	-7.2	-2.1	5.4
O=C(Cn1cnc2ccccc2c1=O)Nc1ccc2c(c1)OCO2	21.0	-0.7	18.1	1.2	-3.8[fluorescence artefact?]	9.4	-0.9	37.1	8.1
COCCCNC(=O)Nc1ccc2c(c1)N(C)C(=O)CS2	-1.3	1.6	14.4	-0.8	3.3	10.4	1.0	-5.5	5.4
COc1cc(C2c3cc4c(cc3C(OC3OC5COC(c6cccs6)OC5C(O)C3O)C3COC(=O)C23)OCO4)cc(OC)c1O (stereo not drawn)	3.2	12.4	-21.0	2.8	2.1	-19.0	-4.1	-14.6	10.6
CCCc1ccc(OCc2ccc(C(=O)OC)o2)c(OC)c1	1.5	0.8	-32.7	0.4	4.0	-17.3	-217.7	1.7	7.9
CCn1cc([N+](=O)[O-])c(C(=O)N2N=C(c3cccc4ccccc34)CC2c2ccccc2O)n1 (stereo not drawn)	-3.9[fluorescence artefact?]	3.8	-54.8	0.6	-0.5	37.4	3.5	-10.1	9.9
O=C1Nc2ccccc2C1(O)Cc1ccccn1 (stereo not drawn)	-1.3	-5.8	14.4	-0.7	-62.0	-1.0	-6.7	1.0	5.5
O=C(CSc1nnc2ccccn12)Nc1cccc(-c2nc3ccccc3s2)c1	18.6	5.3	7.8	3.2	1.9	1.8	2.2	5.1	10.8
CCC(CC)c1nnc(NC(=O)CCCN2C(=O)c3ccccc3C2=O)s1	-5.6[fluorescence artefact?]	-1.3	2.0	0.9	0.8	-1.9	0.7	-8.4	13.6
O=Cc1cnc(N2CCOCC2)nc1	14.0	-1.5	17.6	0.1	3.4	7.5	-0.1	20.1	13.1
C(=N\Nc1nccc(-c2cccnc2)n1)/c1ccccc1	14.3	16.2	-4.2	50.1	-2.2	22.8	2.2	-35.3	7.6
COc1ccc(CCN(Cc2ccccn2)C(=S)Nc2ccc(C)cc2)cc1OC	-5.2	-5.3	15.4	0.7	1.1	22.5	-1.8	-1.3	14.0
CC1=C(C(=O)Nc2ccc(C)cc2)C(c2cccs2)NC(=S)N1 (stereo not drawn)	-8.2	0.4	-2.9	2.1	-2.0	17.0	.	6.9	21.9
CCCCCCCCn1c2c(c(=N)c3c1CCC3)CCCC2	-17.8	-0.6	40.1	4.1	2.8	-51.9	12.8	9.1	9.5
C=CCc1cc(/C=C/c2nc(O)c([N+](=O)[O-])c(=O)[nH]2)cc(OC)c1O	1.1	31.5	-5.8	4.7	-1.3	15.9	-11.6	-11.0	2.3
O=C(O)CNC(=S)NCc1ccccc1	-15.3	23.7	-12.4	5.8	-3.8	26.6	-52.2	-0.9	6.7
CCn1c(CN2CCN(c3ccc(Cl)cc3)CC2)nc2ccccc21	1.1[fluorescence artefact?]	3.7	-7.8	1.8	-2.9[fluorescence artefact?]	16.4	-5.9	6.2	9.7
COc1ccc2[nH]c(=O)c(CN(C(=O)c3ccco3)C3CCCCC3)cc2c1	13.0	-16.4	-48.2	-1.4	-6.1[fluorescence artefact?]	2.1	.	-15.7	7.7
CC1=C[C@H]2Cc3cc(C)cc(C)c3S(=O)(=O)[C@@H]2C=C1	-4.6	4.4	2.0	1.2	0.1	-9.1	12.4	6.9	5.0
Cc1nc(N2CCN(Cc3nc4ccccc4[nH]3)CC2)c2oc3ccccc3c2n1	-3.2	2.8	-66.3	-0.3	2.3	-48.6	-1.1	-25.8	8.5
CC1(C)CC(N2CCN(CCO)CC2)=CC(=S)N1	-1.6	5.1	-0.2	0.5	-0.9	-5.0	-5.3	-157.0	6.0
COc1ccccc1CCNC(=O)c1nc(-c2cccs2)no1	-14.6	-2.2	12.6	0.0	1.1	-60.0	-3.5	4.3	8.7
COc1ccc([N+](=O)[O-])cc1N(CC(=O)Nc1ccccc1C(=O)NC(C)C)S(C)(=O)=O	8.4	-6.9	-12.5	0.6	6.3	0.1	-11.8	-6.5	10.3
CCOC(=O)C1(CC2CC2)CCN(Cc2cn[nH]c2-c2ccccc2)CC1	-4.2	18.4	-29.1	-1.9	-1.6	20.2	3.9	4.6	8.2
CCOc1ccc(OCCn2nnc3ccccc3c2=O)cc1	-9.1	21.1	-7.8	-0.3	0.7	1.0	6.9	-4.2	6.7
Cc1ccccc1NC(=S)NCCSc1ccc(Cl)cc1	4.3	-21.2	32.9	-0.6	-2.0	-52.8	-1.1	14.9	9.1
CCc1ccc[n+](-c2[nH]c(=O)sc2/C=N/NC([S-])=Nc2ccccc2)c1	-19.0	-0.3	40.7	0.1	-3.0	-6.0	-20.2	-39.2	4.8
CCCNC(=O)c1ccccc1NC(=O)Nc1ccccc1C	0.4	1.0	-15.6	0.2	0.7	22.0	-0.7	-0.3	8.7
N#C/C(=C\c1ccc(-c2cccc([N+](=O)[O-])c2)o1)C(=O)Nc1nc(-c2cccs2)cs1	-2.9	74.7*	-63.0	-0.8	1.1	-7.1	24.3	0.8	8.8
Cc1nc2ccc(S(=O)(=O)Nc3ccc(-c4nc5cccnc5s4)cc3)cc2s1	-1.7	55.6*	i	.	0.8	-19.9	.	-23.5	8.2
CC(=O)Nc1ccc(NC(=O)C(Cc2ccccc2)NC(=O)C2CCC(C)CC2)cc1 (stereo not drawn)	-3.0[fluorescence artefact?]	0.7	-4.1	.	2.4	18.6	13.4	4.1	6.9
O=[N+]([O-])c1cc2oc3c(c2c(C=NCc2ccncc2)c1O)CCCC3	-15.5	11.0	-56.5	1.8	12.5	5.5	.	-6.5	8.8
N#Cc1ccc(NC(=S)NCCN2CCOCC2)cc1	-17.9	17.9	-14.4	1.6	0.0	7.2	-5.5	2.9	4.0
O=C(Cn1cnc2cc([N+](=O)[O-])ccc2c1=O)Nc1ccccc1-c1ccccc1	2.8	10.2	-15.4	1.6	-7.5	5.5	1.6	-8.5	5.1
COc1ccc(/C=N/NC(=O)c2c(C)nc3ccc(Br)cn23)cc1OC	-1.2	18.8	-28.5	1.4	4.3	-27.5	-8.2	-71.7	6.7
N/C(=N/O)c1nc(N2CCCCC2)nc(N2CCCCC2)n1	10.9[fluorescence artefact?]	19.0	17.3	-0.4	-4.2	12.2	4.3	3.6	15.5
O=C(N1CCOCC1)N1CCN(Cc2ccccc2)CC1	8.1[fluorescence artefact?]	-0.6	-12.2	0.1	5.5[fluorescence artefact?]	21.4	-5.1	5.8	5.0
Cc1ccc(C2=N/C(=C\c3cccnc3)C(=O)O2)cc1	10.8[fluorescence artefact?]	-0.3	14.9	1.9	-10.5[fluorescence artefact?]	-35.7	-1.6	33.8	6.0
COC(=O)N/N=C/c1cc(Cl)c(OCc2ccc(F)cc2)c(OC)c1	-5.0[fluorescence artefact?]	0.2	-4.6	1.5	3.1	2.2	9.2	-9.8	11.8
COC(=O)CCC(=O)OC1(C)C(=O)C2=COC(c3ccc(OC)cc3)=CC2=C(Br)C1=O (stereo not drawn)	13.4	93.5*	-29.4	-0.5	18.5	-0.1	-12.3	-23.5	13.0
Cc1occc1C(=O)NNC(=S)Nc1cccc([N+](=O)[O-])c1	0.6[fluorescence artefact?]	-0.7	-2.8	0.3	-13.2[fluorescence artefact?]	7.4	-0.4	-5.7	-2.7
O=C(c1c[nH]c2ccccc2c1=O)N1CCCCCC1	5.5	15.7	11.1	-1.0	5.8	18.8&28.8	.	-3.3	8.5&7.2

Screening data: PubChem BioAssay, several laboratories

Not all compounds are listed (hit frequency here may not be typical).
